Screening results deposited in PubChem by Sanford-Burnham Center for Chemical Genomics.
TAG inh = triacylglycerol accumulation inhibition; H9c2 cells, Nile Red lipid (TAG) fluorescence; cells loaded with 200 µM oleic acid; hit rate 0.66% among 230,000; AID 651582; inhibition, % at 12.5 µM;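 active = pattern-corrected inhibition of lipid staining of at least 50% with the nuclear-stain viability signal not falling by more than 50%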;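 note: 0% = DMSO wells and 100% = triacsin C control wells; some results filed as inactive read as strong as hits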
TAG inh DAPI viability = further read-out of TAG inh, marked with its call; DAPI nuclei signal change (viability), lower = more cytotoxic, %;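 whole-well DAPI fluorescence read on a plate reader as a viability signal; minus 50 percent equals half of cells still viable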
Active calls of the source: *.

Every second line gives: TAG inh, TAG inh DAPI viability
Cc1ccccc1-c1cnc(C(O)c2ccc(C(C)(C)C)cc2)[nH]1 (configuration not stated)
 : -13, 3
CCc1ccccc1NC(=O)CN(c1cccc(OC)c1)S(C)(=O)=O
 : 35, -5
Cc1ccc(C)c(Cn2nnc3c(=O)[nH]c(C(=O)Nc4ccc(F)cc4)nc32)c1
 : -11, 5
O=C1CCN(Cc2ccccc2)C=C1c1ccc(Cl)cc1
 : 7, -6
CC(C)C(=O)N1CCC2(CC1)Oc1ccc(Cl)cc1C(=O)C21CC(c2ccccc2)=NO1 (configuration not stated)
 : 7, -1
Fc1ccccc1Cn1cc(C(=S)N2CCOCC2)c2ccccc21
 : 5, -6
O=C(NC(=S)N1CCc2ccccc21)c1ccc(Br)o1
 : 6, -7
CCCc1nnc(SCC(=O)N(CC)CC)n1CC1CCCO1 (configuration not stated)
 : 2, 2
CN(c1ccc(OCC(=O)OCC(=O)c2c(N)n(C)c(=O)n(C)c2=O)cc1)S(=O)(=O)c1ccc2ccccc2c1
 : -1, -3
O=C(CNC(=O)c1ccco1)OCC(=O)c1ccc(Cl)cc1Cl
 : -4, 7
CCOc1ccc(S(=O)(=O)NCCC(=O)N2CCN(c3ncccn3)CC2)cc1
 : -4, 1
CC(C(=O)NC1CCCCC1)N1C(=O)C2C3C=CC(C3)C2C1=O (configuration not stated)
 : 14, 4
CC(=O)C[C@H](O)CC(=O)[C@@H]1OC(=O)CCCCCCCCc2ccccc21
 : 1, -5
COc1ccc(C(C)=O)cc1COC(=O)c1cc(C)nc2ccccc12
 : -2, 2
COc1ccc(CNC(=O)CSc2nnc(C)s2)cc1
 : 8, 2
CCC1CCCCN1CCCNC(=O)c1ccc(N2CCOCC2)c(NS(=O)(=O)c2ccc(OC)cc2)c1 (configuration not stated)
 : 14, 0
Cc1ccccc1C(=O)N[C@H](C(=O)OCC(=O)NC1CC1)C(C)C
 : -22, 1
CC(O)[C@H]1CNC(=O)C(=O)N1CC1CCCCC1 (some centres not stated)
 : -8, 3
COc1cccc(C(=O)C2CCCN(Cc3cn(CC(N)=O)c4ccccc34)C2)c1 (configuration not stated)
 : 17, 15
CC(=O)c1ccc(OCC(=O)Nc2ccc3nc(C)sc3c2)cc1
 : -16, -4
O=C(Nc1cccc(S(=O)(=O)NCc2ccco2)c1)c1cccc(Cl)c1
 : -9, 8
O=C(NC(=S)Nc1ccc(S(=O)(=O)N2CCCCCC2)cc1)c1cccs1
 : 8, 6
Cc1cccc(C)c1OCc1nnc(SCC(=O)Nc2nccs2)n1-c1ccccc1
 : 19, 2
COc1ccc(-c2nn(-c3ccccc3)cc2/C=N/NS(=O)(=O)c2ccccc2)cc1
 : 2, -1
COc1ccnc(N=CNOCc2cccc(Cl)c2Cl)c1C#N
 : -6, 8
CC(C)(CNC(=O)c1ccc(NS(=O)(=O)c2ccc(F)cc2)cc1)N1CCOCC1
 : -3, -3
Cc1ccc(S(=O)(=O)N(C)C[C@@H]2Oc3ncc(Br)cc3C(=O)N([C@H](C)CO)C[C@H]2C)cc1
 : 6, -16
Cc1ccc(-c2cc(C(=O)N/N=C/c3c[nH]c4ccccc34)[nH]n2)cc1
 : 34, -17
Cc1nnc(NC(=O)CSc2nnc(CNC(=O)c3ccc(S(=O)(=O)N(C)C)cc3)o2)s1
 : 2, 1
CC(=O)N1CCN(C(C)=O)C1c1ccccc1
 : -2, -4

3 consecutive entries already listed:
Every second line gives: TAG inh, TAG inh DAPI viability
Cc1ccccc1-c1cnc(C(O)c2ccc(C(C)(C)C)cc2)[nH]1 (configuration not stated)
 : -13, 3
CCc1ccccc1NC(=O)CN(c1cccc(OC)c1)S(C)(=O)=O
 : 35, -5
Cc1ccc(C)c(Cn2nnc3c(=O)[nH]c(C(=O)Nc4ccc(F)cc4)nc32)c1
 : -11, 5

(more compounds)
Every second line gives: TAG inh, TAG inh DAPI viability
Cc1cccc(NC(=O)CSCc2c(C)noc2C)c1C
 : 16, -17
COc1cc(CN2CCNC(=O)C2CC(=O)NC2CCCC2)cc(OC)c1 (configuration not stated)
 : -11, 5
O=C(Cc1cccc(NC(=O)C2CCCN(C(=O)C3CCCC3)C2)c1)Nc1cccc(C(=O)N2CCCCC2)c1 (configuration not stated)
 : 12, -10
CC1CCC(NC(=O)c2cc(C3CC3)nn2-c2ccccc2)CC1 (configuration not stated)
 : 3, -5
O=C(Cc1ccccc1Cl)Nc1ccc(S(=O)(=O)N2CCOCC2)cc1
 : -12, -5
CC[n+]1ccccc1/C=C/Nc1ccccc1
 : 0, 3
C=CCNC(=O)C12CC3CC(C1)CC(C(=O)NCC=C)(C3)C2
 : 16, 2
CCc1ccc(C2CC(c3cccc(OC)c3)n3nc(N)nc3N2)cc1 (configuration not stated)
 : 0, 13
O=c1[nH]nc(CNc2ccc(O)cc2)c2ccccc12
 : 11, -11
COc1ccc(C(=O)NC2=NCCS2)cc1S(=O)(=O)N1CCOCC1
 : 3, -1
CS(=O)(=O)N1N=C(c2ccc(Br)cc2)CC1c1cccs1 (configuration not stated)
 : 2, -8
Cn1cc(C(=O)c2ccccc2)cc1-c1nc2ccccc2n1C
 : -3, -1
COc1ccccc1N(C)S(=O)(=O)c1ccc(C(=O)OCC(=O)NCC(F)(F)F)cc1
 : -1, 6
C=C(C)C1CC=C(C)/C(=N\NC(=O)CCC(=O)Nc2ccc(C)c(C)c2)C1 (configuration not stated)
 : -26, 1
CCC(C)(C)n1nnnc1CN1CCC(NC(=O)c2ccc(Br)cc2)CC1
 : 10, -6
O=C(C[n+]1cccc(CNC(=O)c2ccc(OC(F)F)cc2)c1)Nc1ccc(F)cc1
 : 0, 7
OC(c1ccc(-c2ccccc2)cc1)c1ncc(-c2ccc(F)cc2)[nH]1 (configuration not stated)
 : -19, 8
CCc1ccc(CN2CCC(n3nccc3NC(=O)c3ccccc3C)CC2)cc1
 : -7, 17
COc1ccc(C(=O)OC(C(=O)c2ccccc2)c2ccccc2)cc1 (configuration not stated)
 : -31, 2
O=C(CSc1nc(=O)n2ccccc2n1)Nc1cccc2ccccc12
 : 6, -2
Cc1cccc(C(=O)NC2C(=O)NNC2c2ccc(Cl)cc2)c1 (configuration not stated)
 : -11, 4
Oc1ccc(Br)cc1-c1cc(-c2ccc(Cl)cc2)n[nH]1
 : -16, -1
Cc1cc(C)c(C#N)c(SCCS(=O)(=O)c2ccc(C(C)(C)C)cc2)n1
 : -21, 4
COc1ccc(-n2nc3c(c2NC(=O)C2CC(=O)N(c4ccccc4)C2)CS(=O)(=O)C3)cc1 (configuration not stated)
 : -9, -1
CCOC(=O)C1(C)CCCCN1C(=O)c1ccoc1 (configuration not stated)
 : 15, -11
CC(NC(=O)c1ccc(OC2CCN(C(=O)c3cccnc3)CC2)cc1)C1CC1 (configuration not stated)
 : 5, 0
Cc1cc(C(=O)COC(=O)c2ccc(NC(=O)CC#N)cc2)c(C)n1C1CC1
 : 10, 1
Cc1ccc(C(=O)NCC(c2ccc(F)cc2)N2CCOCC2)s1 (configuration not stated)
 : -6, -2
Cc1c(Cl)cccc1NC(=S)NN1CCOCC1
 : 0, -6
O=C(O)c1nn(-c2ccccc2)ccc1=O
 : 12, -5

The closing three compounds of the section above open the next one.
Every second line gives: TAG inh, TAG inh DAPI viability
Cc1ccc(C(=O)NCC(c2ccc(F)cc2)N2CCOCC2)s1 (configuration not stated)
 : -6, -2
Cc1c(Cl)cccc1NC(=S)NN1CCOCC1
 : 0, -6
O=C(O)c1nn(-c2ccccc2)ccc1=O
 : 12, -5
Cc1ccc(/C=C/C(=O)OCC(=O)NCCN2C(=O)CSC2=O)o1
 : 6, 3
CC(C)(C)OC(=O)N(CCc1ccccc1)Cc1ccccc1OCc1cccc(NC(=O)C2CCC2)c1
 : 17, 6
CCc1c(C)sc(NC(NC(C)=O)(C(=O)OC)C(F)(F)F)c1C#N (configuration not stated)
 : 4, 1
Cc1ccc(-c2csc(N(Cc3ccco3)C(=O)c3cccs3)n2)cc1
 : -5, 2
COc1ccccc1N(C(=O)c1ccco1)C(C(=O)NC1CCCC1)c1cccnc1 (configuration not stated)
 : -5, 10
N#CCC(=N)N1CCN(c2ccc(Cl)cc2)CC1
 : 11, 7
O=C(CSc1nnc(-c2ccco2)o1)Nc1c(F)cccc1F
 : 9, 0
CCOC(=O)c1c(CC(C)C)csc1NC(=O)COC(=O)c1ccc(O)cc1
 : -1, 11
COc1ccc([C@@H]2CC=C(C(=O)O)[C@H](c3ccc(Cl)cc3)N2S(=O)(=O)c2ccc(C)cc2)cc1OC
 : 15, 11
CC(=O)N1c2ccccc2C2(C)C(C1(C)C)C2(Cl)Cl (configuration not stated)
 : -5, -2
COc1ccc(S(=O)(=O)N2CCC(C(=O)NCCC(=O)Nc3ccccc3OC)CC2)cc1
 : -6, -2
O=[N+]([O-])c1cccc(-c2csc(Nc3ccccc3)n2)c1
 : 16, 2
CC(C)C(C)(C#N)NC(=O)CSc1nnc(C(F)(F)F)n1C (configuration not stated)
 : 17, -21
Cn1cnnc1SCc1ccc(C(=O)N/N=C/c2cccs2)cc1
 : 16, 4
Cc1ccc(C(=O)CCC(=O)N2CCN(C/C=C/c3ccccc3)CC2)cc1
 : -2, 2
COc1ccc(-n2c(SCC(=O)c3c(N)n(C)c(=O)n(C)c3=O)nc3ccccc32)cc1
 : -7, 2
O=C(N/N=C/c1ccc(OC(=O)c2ccccc2Br)cc1)c1ccccn1
 : 13, -2
COc1ccc(CN2CSC(=S)N(Cc3ccc(OC)cc3)C2)cc1
 : -25, 5
O=C(Nc1ccc(-c2nnc(-c3ccccc3)o2)cc1)C(F)(F)F
 : 1, 15
CCOC(=O)c1sc(NC(=O)CC2OC(=O)c3ccccc32)nc1C (configuration not stated)
 : 14, 6
O=C(CCNC(=O)N1CC(=O)Nc2ccccc21)NCc1cccc(C(F)(F)F)c1
 : 7, -1
C=CCn1c(-c2ccc(Cl)cc2)cnc1SC(C)C(N)=O (configuration not stated)
 : -13, 2
CN(C(=O)c1cccc(NC(=O)Cc2cccc(NC(=O)C3CCCN(C(=O)C4CCCCC4)C3)c2)c1)C1CC1 (configuration not stated)
 : 20, 0
CCOc1ccc2nc(N(CCN(C)C)C(=O)c3ccc4c(c3)CCCC4)sc2c1
 : -24, 15
CCN1C(=O)CSC1=Nc1cccc(C(=O)O)c1
 : 1, -10
CCC(=O)Nc1ccc2c(c1)ncn2-c1ccccc1OC
 : -7, 9
CC(=O)N1CCN(c2ccc(Oc3nnnn3-c3ccccc3)cc2)CC1
 : -14, -5
CCC1(c2ccccc2)NC(=O)N(CC(=O)Nc2cc(S(=O)(=O)N3CCCCCC3)ccc2OC)C1=O (configuration not stated)
 : 24, -3
S=c1[nH]nc(SCc2ccccc2)c2[nH]cnc12
 : -14, 12
Cc1ccccc1OCC(=O)N/N=C/c1ccc(N2CCOCC2)o1
 : 6, 6

Sorted by molecular weight (falling): some entries from above.
Every second line gives: TAG inh, TAG inh DAPI viability
Cc1ccc(-c2csc(N(Cc3ccco3)C(=O)c3cccs3)n2)cc1
 : -5, 2
CCc1c(C)sc(NC(NC(C)=O)(C(=O)OC)C(F)(F)F)c1C#N (configuration not stated)
 : 4, 1
CCN1C(=O)CSC1=Nc1cccc(C(=O)O)c1
 : 1, -10
N#CCC(=N)N1CCN(c2ccc(Cl)cc2)CC1
 : 11, 7

Remaining list, next part:
Every second line gives: TAG inh, TAG inh DAPI viability
C=CC[C@@H](CC(=O)NCCO)C(=O)NC[C@H](OC(=O)[C@@H](CC=C)CC(=O)OC(C)(C)C)c1ccccc1
 : 7, -5
COc1ccc(OC)c(S(=O)(=O)N2CCCC(C(=O)N3CCCC3)C2)c1 (configuration not stated)
 : -22, 0
CCCc1nnn(S(=O)(=O)c2ccc([N+](=O)[O-])cc2)c1CCC
 : 6, -4
COCCn1c(SCC(=O)NNC(=O)c2ccccc2)nc2ccccc21
 : 1, 3
CC(C)(C)[C@H]1COC(=O)CCC/C=C/C[C@H](CC(=O)N(CCO)Cc2ccccc2)C(=O)N1
 : -15, -3
CC(C)(c1ccccc1)c1ccc(OCCN)cc1
 : 22, 11
CN(Cc1nc2ccccc2[nH]1)Cc1nc(CC2CC2)no1
 : -14, 5
COc1cc(C(=S)N2CCOCC2)ccc1OC(=O)c1cccc(C)c1
 : -2, 6
CC(=O)N1CCC(C(=O)N2CCN(S(=O)(=O)c3ccc(F)cc3)CC2)CC1
 : -15, -3
O=C(Cn1nc(-c2ccccc2)c2ccccc2c1=O)Nc1ccc2c(c1)nc1n2CCOC1
 : -12, 6
CCOC(=O)C1CCN(C(=O)c2cc(S(=O)(=O)N(C)C)ccc2N2CCCC2)CC1
 : -27, 2
O=S(=O)(NCCc1ccc(Cl)cc1)c1cccs1
 : -5, 2
CN(C)S(=O)(=O)c1cccc(NC(=O)COc2ccc(S(=O)(=O)N3CCOCC3)cc2Cl)c1
 : -7, 4
COCCNC(=O)C1(C)CCN(C(=O)c2oc3ccccc3c2C)C1 (configuration not stated)
 : 0, -1
CCCNC(=O)COC(=O)c1ccc(OCC(=O)Nc2ccccc2OC)c(OC)c1
 : -8, 11
CC(=O)Nc1ccc(NC(=O)C2CCN(C(=O)c3ccc([N+](=O)[O-])cc3)CC2)cc1
 : 0, -2
COc1ccc(S(=O)(=O)N(C)CC(=O)NCCC2=CCCCC2)cc1
 : 6, -12
CC(C)NS(=O)(=O)c1ccc(Oc2ncc(C(F)(F)F)cc2Cl)cc1
 : -36, 4
Nc1nc2c(Cl)cc(Cl)cc2s1
 : -11, -1
CC1CCc2sc(C(=O)N(C)CC(=O)Nc3ccc(N4CCOCC4)cc3)cc2C1 (configuration not stated)
 : 17, -5
O=C1OC(/C=C/c2ccccc2)=NC/1=C\c1cccnc1
 : 12, -5
CC1(Oc2ccccc2)CCN(Cc2csc3ccccc23)C1 (configuration not stated)
 : -6, 31
CSc1c(-c2ccccn2)c(N)nn1C(=O)C1CC1
 : 1, 8
O=C1Nc2ccccc2C(=O)N2[C@H](c3cccc(Br)c3)[C@@H]3C(=O)N(Cc4ccccc4)C(=O)[C@@H]3[C@H]12
 : -8, 0
CC1(C(=O)NS(=O)(=O)c2ccccc2)CCN1C(=O)CC1CCCC1 (configuration not stated)
 : -16, 7

The list is partial (hit frequency here may not be typical).
